# Screening results from PubChem BioAssay.
# MITF inh: inhibitors of human MITF; O75030; AlphaScreen MITF homodimerization, bead proximity signal; inhibition, % at 2.6 µM; 650,000 tested, 0.91% active; in the data active = inhibition above about 50%;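 also: 0% = vehicle wells with protein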
# Target sequence (O75030 whole entry, looked up): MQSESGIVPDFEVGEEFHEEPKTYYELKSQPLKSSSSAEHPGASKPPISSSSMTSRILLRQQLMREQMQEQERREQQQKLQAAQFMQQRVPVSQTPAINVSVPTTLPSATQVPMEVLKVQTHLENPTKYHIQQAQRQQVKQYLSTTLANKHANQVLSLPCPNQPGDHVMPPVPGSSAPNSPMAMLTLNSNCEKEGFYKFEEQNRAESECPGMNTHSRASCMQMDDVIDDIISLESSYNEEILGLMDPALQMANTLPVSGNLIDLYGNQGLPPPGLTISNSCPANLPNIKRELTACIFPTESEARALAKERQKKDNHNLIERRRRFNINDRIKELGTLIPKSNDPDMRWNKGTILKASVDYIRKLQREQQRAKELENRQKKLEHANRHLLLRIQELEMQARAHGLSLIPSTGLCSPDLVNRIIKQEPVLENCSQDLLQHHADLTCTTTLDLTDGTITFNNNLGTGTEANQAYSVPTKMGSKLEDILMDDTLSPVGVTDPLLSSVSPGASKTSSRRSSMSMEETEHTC
# FBW7 act: activators of human E3 ligase FBW7; 650,000 tested, 0.13% active; normalized activity (activation), % at 26.1 µM; Q969H0; AlphaScreen FBW7–phospho-cyclin E peptide binding, activator screen; AID 1259310; in the data active = normalized activity above about 1.9%;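 also: purified mutant Fbw7 with reduced substrate affinity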
# GPR151 ag: human GPR151 activation | activation, % at 11.2 µM | 650,000 tested, 1% active | Q8TDV0 | PathHunter beta-arrestin GPR151 cells, luminescence; in the data active = activation above about 4.9%;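 also: 0% = median of compound wells and 100% = cells with positive control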
# Target sequence (Q8TDV0 whole entry, looked up): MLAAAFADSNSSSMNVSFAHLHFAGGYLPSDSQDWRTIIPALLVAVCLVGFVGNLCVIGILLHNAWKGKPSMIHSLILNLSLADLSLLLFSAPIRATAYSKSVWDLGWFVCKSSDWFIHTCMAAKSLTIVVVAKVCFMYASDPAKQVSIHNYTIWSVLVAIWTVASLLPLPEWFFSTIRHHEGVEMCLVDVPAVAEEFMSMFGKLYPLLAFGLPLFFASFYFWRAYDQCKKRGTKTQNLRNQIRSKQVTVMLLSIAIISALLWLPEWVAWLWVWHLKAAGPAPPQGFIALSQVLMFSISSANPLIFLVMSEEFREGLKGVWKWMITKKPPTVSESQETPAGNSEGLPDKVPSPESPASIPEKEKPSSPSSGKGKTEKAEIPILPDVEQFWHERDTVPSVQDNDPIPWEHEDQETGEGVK
# TEAD-YAP block: TEAD-YAP interaction inhibition; 640,000 tested, 1.4% active; inhibition, % at 9.12 µM; HEK-TIYL cells, TEAD-Gal4/YAP UAS-luciferase luminescence; AID 1259422; in the data active = inhibition above about 32%;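 also: 0% = median of test compound wells and 100% = reference inhibitor wells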
# * hit, by the source's call.
mol	TEAD-YAP block	FBW7 act	MITF inh	GPR151 ag
CC(=O)Cc1nsc(Nc2ccc(C)cc2)n1	-65	0.1	-13	-1.6
O=C(c1ccc(NC(=S)NCc2ccco2)cc1)N1CCOCC1	-2	0.2	17	-1.2
Cc1cc(C)nc(NC(=O)c2ccccc2Cl)n1	-8	0.0	3	1.3
Cc1ccc2nc(NC3=NCN(CC4CCCO4)CN3)nc(C)c2c1 (stereo unspecified)	10	0.1	12	0.6
CC(=O)NNC(=O)COc1ccc(Br)cc1	5	0.0	2	-1.1
COc1cc(C)c(C(C)C)cc1S(=O)(=O)N1CCOCC1	2	0.0	0	0.0
CCCCOC(=O)/C(=C\c1ccc(O)cc1)NC(=O)c1ccccc1	-19	0.0	5	2.6
COc1ccc(S(=O)(=O)Cc2ccc(C(=O)N3CCOCC3)o2)cc1	5	-0.3	7	0.1
O=C1c2ccccc2C(Nc2cccnc2)N1c1cccnc1 (stereo unspecified)	-4	-0.5	-7	-0.3
CCNc1nc(NC(C)(C)C)nc(N2CCOCC2)n1	-3	0.2	6	2.3
O=C(OC/C=C/c1ccccc1)c1ccc(S(=O)(=O)N2CCOCC2)cc1	-7	0.0	-11	1.6
COc1ccc(N2C(=NC(C)=O)SC3CS(=O)(=O)CC32)cc1 (stereo unspecified)	-5	0.7	3	-1.0

# A section from further up:
mol	TEAD-YAP block	FBW7 act	MITF inh	GPR151 ag
O=C(OC/C=C/c1ccccc1)c1ccc(S(=O)(=O)N2CCOCC2)cc1	-7	0.0	-11	1.6
COc1ccc(N2C(=NC(C)=O)SC3CS(=O)(=O)CC32)cc1 (stereo unspecified)	-5	0.7	3	-1.0

# Remaining list, next part:
mol	TEAD-YAP block	FBW7 act	MITF inh	GPR151 ag
COc1cccc(C(=O)NC2CCCc3ccccc32)c1OC (stereo unspecified)	-3	-0.1	1	-1.0
COc1ccccc1N1C(=O)C2CC(C)=C(C)CC2C1=O (stereo unspecified)	3	0.9	9	-1.5
CCSc1nnc(NC(=O)c2ccccc2[N+](=O)[O-])s1	-3	0.1	10	1.9
COc1ccc(C2C(C(=O)Nc3ccccc3)=C(C)Nc3nc(CCCO)nn32)cc1OC (stereo unspecified)	4	0.0	-8	-0.9
CC(=O)NC(=S)Nc1ccc(NC(=O)CSc2ccc(Cl)cc2)cc1	12	0.0	-3	0.5
CCOc1ccc(S(=O)(=O)N2CCCCC2CC)cc1 (stereo unspecified)	0	0.1	-4	-0.7
CC(CNC(=O)C1CCCN(c2nnc(N3CCCC3=O)s2)C1)c1ccccc1 (stereo unspecified)	1	0.6	2	1.7
CCOC(=O)c1sc(-c2ccccc2)cc1NC(=O)c1cc(=O)c2ccccc2o1	3	0.2	2	-1.2
O=C(CSc1nnc(-c2ccc(Cl)cc2)o1)NCc1ccccc1	-4	0.0	-9	0.9
O=C(O/C(=C/c1nc2ccccc2n1Cc1ccc(Cl)cc1)c1ccccc1F)c1ccccc1F	2	0.1	11	-1.8
CCCCOC(=O)c1ccc(NS(=O)(=O)c2ccc(OC)cc2)cc1	8	0.1	-1	1.2
COC(=O)C(C(C)=O)(N1CCOCC1)N1CCOCC1	-7	0.5	19	-1.2

# 3 entries from above, with each value named.
> COc1ccc(C2C(C(=O)Nc3ccccc3)=C(C)Nc3nc(CCCO)nn32)cc1OC (stereo unspecified)
  TEAD-YAP block: 4
  FBW7 act: 0.0
  MITF inh: -8
  GPR151 ag: -0.9
> CC(=O)NC(=S)Nc1ccc(NC(=O)CSc2ccc(Cl)cc2)cc1
  TEAD-YAP block: 12
  FBW7 act: 0.0
  MITF inh: -3
  GPR151 ag: 0.5
> CCOc1ccc(S(=O)(=O)N2CCCCC2CC)cc1 (stereo unspecified)
  TEAD-YAP block: 0
  FBW7 act: 0.1
  MITF inh: -4
  GPR151 ag: -0.7

# The results go on:
mol	TEAD-YAP block	FBW7 act	MITF inh	GPR151 ag
Cn1c(=O)[nH]c(=O)c2c1nc(Br)n2CCCl	-1	-2.0	15	0.3
COc1ccc(-c2cccc(C(=O)Nc3ccc4c(c3)oc3ccccc34)c2)cc1	4	0.5	5	-0.3
CCOC(=O)c1c[nH]c2cc(C(F)(F)F)ccc2c1=O	7	-0.3	1	3.1
COC(=O)CC1(c2ccccc2)C(=O)c2ccccc2C1=O	3	-0.1	3	-0.9
CC(=O)NC1(c2cccc(F)c2)CCN(CC(=O)NC2CCCCC2)CC1	-4	-0.2	-12	-1.4
O=C(c1cc(COc2c(F)cccc2F)on1)N1CCN(C2CCCCC2)CC1	6	-0.2	-7	-0.2
Cn1cccc1CNC(=O)Nc1ccccc1	-17	0.0	-6	-1.4
O=C(CCC(=O)N(Cc1ccccc1)Cc1ccccc1)OCC(=O)c1ccc(Br)cc1	-8	-0.1	4	1.1
COc1ccc(NC(=O)N2C3CCC2CC(O)(c2nccn2C)C3)cc1 (stereo unspecified)	5	-0.1	-1	1.1
CCc1nc2sc3c(c2c(=O)n1/N=C/N(C)C)CCCC3	1	1.2	17	-0.2
CCOc1ccccc1NC(=O)C1CCCN1C(=O)OCc1ccccc1 (stereo unspecified)	9	0.0	14	0.8
CCCNc1cc(C)nc(N2CCN(c3ccccn3)CC2)n1	3	0.1	12	-1.5
Cc1ccc2nc(-c3ccc(NC(=O)COc4ccc(C(C)C)c(C)c4)cc3)sc2c1	2	0.2	-1	0.2
FC(F)(F)c1ccc(-c2noc(-c3cc(-c4ccncc4)nc4ccccc34)n2)cc1	-3	0.9	14	-1.8
COC(=O)c1cc(N2C(=O)/C(=C/c3ccc(Cl)cc3)C=C2c2ccccc2)ccc1Cl	10	0.4	-11	-0.2
CCSCCOC(=O)C1=C(C)NC2=C(C(=O)CC(c3ccc(OC)cc3)C2)C1c1cccc(O)c1 (stereo unspecified)	3	0.1	-3	1.2
O=C(N/C(=C/C=C/c1ccccc1)C(=O)N1CCCCC1)c1ccccc1	4	-0.1	-3	1.8
CC(Cc1ccco1)NC(=O)C1(c2cccs2)CCCC1 (stereo unspecified)	9	0.0	6	-1.0
CCOC(=O)c1c(NC(=O)CSc2nnc(CNC(=O)COc3ccccc3)n2Cc2ccccc2)sc2c1CCCCC2	9	0.1	-4	-1.3
Cc1c(Br)cc2nc(-c3cccc(F)c3)c(-c3cccc(F)c3)nc2c1C	-5	-0.1	0	0.1
Cc1ccc(Cn2c(SCC(C)O)nc3c2c(=O)n(C)c(=O)n3C)cc1 (stereo unspecified)	2	-0.1	-12	-0.6
COc1cccc2cc(C(=O)NC(C)=O)c(=Nc3ccc(Cl)cc3Cl)oc12	-1	0.0	7	-0.5
O=C(Nc1nc2ccc(Br)cc2s1)c1c(O)c2ccccc2[nH]c1=O	-10	0.1	-6	-1.1
Cc1ccc(C(C)C)cc1OCCOCCNCCN	-1	-0.1	45	-0.6
CCOc1ccc(NC2=NCC(=O)N2Cc2ccc(OC)cc2)cc1	2	0.1	11	1.9
C=CCSC1=C(C#N)C(c2ccccc2[N+](=O)[O-])C(C(=O)OC)C(=O)N1 (stereo unspecified)	1	-0.1	-5	1.8
Cc1cc2ccccc2nc1NCCNS(=O)(=O)c1cccc2nonc12	-9	0.2	24	-1.2
Cc1ccc2nc3ccc(N4CCOCC4)nn3c(=O)c2c1	-48	-0.1	1	0.2
CCOC(=O)C1=C(C)N(Cc2ccccc2)C(=O)NC1c1ccc(OC)cc1 (stereo unspecified)	4	-0.1	13	0.9
CCCCN1COc2ccc3c(C)cc(=O)oc3c2C1	7	0.3	6	0.7
CCOC(=O)C1CCCN(C(=O)c2c(C)oc3c2C(=O)c2ccccc2C3=O)C1 (stereo unspecified)	-6	-0.1	-1	-0.7
CCOC(=O)c1c(-c2ccccc2)oc2ccc(OC(=O)c3ccco3)cc12	-3	-0.2	10	1.1
CC12CCC(C(=O)NCc3ccc4c(c3)OCO4)(CC1=O)C2(C)C (stereo unspecified)	9	0.2	10	0.1
CCN1/C(=C/c2cc[n+](C)cc2)C=Cc2cc(OC)ccc21	8	0.0	5	-0.2
Cc1c(Cl)cccc1N=Cc1nc(-c2cccc3ccccc23)oc1O	6	-0.1	2	-0.3
CC1CCc2sc(NC(=O)C(C)C)c(C(N)=O)c2C1 (stereo unspecified)	-9	-0.1	11	1.1
CCc1ccc(-n2c(CSc3nnc(-c4cccc(Br)c4)n3-c3ccccc3)nc3ccccc3c2=O)cc1	-2	-0.1	-4	0.3
COc1ccccc1N1CCN(C2CCCN(C(=O)/C(F)=C/c3ccccc3)C2)CC1 (stereo unspecified)	12	-0.1	2	-0.3
CC(CCc1ccccc1)NCCNC(=O)c1cccs1 (stereo unspecified)	1	0.1	34	-0.9
CN(C)C(=O)N1CCN(S(=O)(=O)c2ccccc2)CC1	5	-0.1	12	0.3
COC(=O)C1=C(C)NC(SC)=NC1c1ccccc1[N+](=O)[O-] (stereo unspecified)	7	-0.1	0	0.7
CC1(C)CC(=O)C=C(NNC(=O)C2CC3CCC2C3)C1 (stereo unspecified)	0	-0.4	3	0.7
O=C(O)c1ccccc1/C=N/N1CCN(Cc2ccccc2)CC1	-3	-0.1	5	0.1
O=C(NCCCNC(=O)c1ccc(F)cc1)c1ccc(F)cc1	19	0.3	6	-0.3
COc1ccc(-c2cc(Nc3cccc(C(F)(F)F)c3)ncn2)cn1	8	-0.2	-6	0.1
Cc1cccc2c1[nH]c1nc(N/N=C\c3cccc([N+](=O)[O-])c3O)nnc12	-10	0.2	14	-1.7
CCOC(=O)/C(=N\Nc1ccc(Cl)cc1[N+](=O)[O-])NC(C)=O	-4	-0.1	6	-1.2
NC(=O)c1ccc(NC(=O)C(Sc2ccccc2)c2ccccc2)cc1 (stereo unspecified)	8	0.1	-8	0.8
O=C(c1nc2ccccn2c1CN1CCSCC1)N1CCN(C2CCCCC2)CC1	10	0.1	9	-1.2
CC(C)(C)N1C(=O)C(=O)N(c2ccc3ccccc3c2)C1=O	-71	0.1	9	0.8
O=C(N/N=C\c1ccccc1)c1ccc(=O)[nH]n1	-9	1.2	3	-0.6
CCOc1ccccc1/C=C1/SC(=S)NC1=O	12	0.1	-4	2.1
Cc1ccc(C(=O)Nc2c(C(=O)Nc3cccnc3)cnn2-c2ccccc2)cc1	4	-0.1	4	-0.2
CCOn1c(=O)c(-c2cc3ccccc3o2)[n+]([O-])c2ccccc21	-46	-0.1	-1	-1.4
C=CCOC(=O)N1CCC(C(=O)N(C)C(c2ccc(F)cc2)c2ccccn2)CC1 (stereo unspecified)	-12	0.4	9	1.7
COCCN1C(=O)C(=O)/C(=C(\O)c2ccccc2)C1c1ccc(F)cc1 (stereo unspecified)	-4	-0.1	-2	1.5
Cn1cnnc1SCC(=O)NC(=O)C1COc2ccccc2O1 (stereo unspecified)	-2	0.0	-4	-0.7
COc1ccc(/C=C2/C(=O)NC(=O)N(c3cccc([N+](=O)[O-])c3)C2=O)cc1C(=O)O	-4	0.4	16	-1.6
O=C1NCc2cccc(Nc3ccnc(Nc4ccc(N5CCOCC5)cc4)c3)c21	-7	-0.8	28	-1.3
Cc1nn(-c2ccccc2)c(C)c1N1CCN(S(=O)(=O)c2ccc(F)c(Cl)c2)CC1	9	0.1	7	0.2

# Compound profiles, from the list above. Order of screens: TEAD-YAP block, FBW7 act, MITF inh, GPR151 ag
# `O=C(c1nc2ccccn2c1CN1CCSCC1)N1CCN(C2CCCCC2)CC1` is listed with 10, 0.1, 9, -1.2
# `CCOn1c(=O)c(-c2cc3ccccc3o2)[n+]([O-])c2ccccc21` is listed with -46, -0.1, -1, -1.4
# `O=C(N/N=C\c1ccccc1)c1ccc(=O)[nH]n1` is listed with -9, 1.2, 3, -0.6

# New compounds follow:
mol	TEAD-YAP block	FBW7 act	MITF inh	GPR151 ag
CCN(CC)C(=O)c1c[nH]c2ccc(S(=O)(=O)N3CCOCC3)cc2c1=O	-7	0.3	16	-0.2
CCOP(=O)(OCC)c1nc(Cc2ccc(OC)cc2)oc1NCc1ccc(F)cc1	0	-0.1	1	0.9
CCN1C(=O)c2ccc(C(=O)Nc3ccc(Br)cc3C)cc2C1=O	5	0.1	14	-1.0
c1cncc(CCNc2nc3nonc3nc2N2CCCCCC2)c1	3	0.5	10	-1.8
CCOc1ccc(S(=O)(=O)N(C)C)cc1-c1nc2c(C(C)(C)C)nn(C)c2c(=O)[nH]1	1	-0.1	5	-0.7
Cc1nc(N2CCN(Cc3ccc4c(c3)OCO4)CC2)nc2c1C(=O)CC(c1ccco1)C2 (stereo unspecified)	-2	-0.1	9	-0.4
COc1cc2c(cc1NC(=O)c1cccc(F)c1)oc1ccccc12	-3	0.1	-4	0.1
CC(C)Sc1nc2c(c(=O)n1C)SC(C)C2 (stereo unspecified)	-7	0.1	-14	-1.1
CCN1C(=O)c2ccccc2S(=O)c2ccc(C(=O)N3CCCC3)cc21 (stereo unspecified)	-1	-0.4	-1	-0.1
CC1(C(=O)NCc2cccnc2)CCC(=O)N1CCN1CCOCC1 (stereo unspecified)	-4	0.0	-6	0.7
CCCc1cc(=O)[nH]c(SCc2ccc(Br)cc2)n1	3	-0.1	13	1.0
COC(=O)c1cc(S(=O)(=O)Nc2cc(Cl)c(OC)cc2OC)c[nH]1	8	0.0	4	0.1
Cc1cc(Cl)ccc1NC(=O)c1cccc([N+](=O)[O-])c1	-15	-0.2	-9	-0.1
CC(C)(C)c1ccc2c(c1)C(c1ccccc1)CC(=O)O2 (stereo unspecified)	-1	0.3	-12	1.8
Cc1sc2nc(CN3CCCC3)nc(Cl)c2c1C	1	-0.3	1	-1.3
